Screening data as filed in PubChem BioAssay.
TbMetRS inhib: blocks T. brucei methionyl-tRNA synthetase activity. purified T. brucei MetRS, ATP depletion, Kinase-Glo luminescence. inhibition, % at 11.9 µM. 360,000 compounds, 0.4% hits. AID 624268;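 active = inhibition above a per-plate cutoff of the control wells' mean inhibition plus 3 SD, cut at about 5.5% in these data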;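 note: 0% = DMSO wells median and 100% = median of wells with control inhibitor compound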
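technique = Kinase-Glo luminescence, ATP depletion format | system = purified MetRS (methionyl-tRNA synthetase) enzyme from Trypanosoma brucei | timing = 15 min preincubation, 2 h reaction, all 25 °C | evaluation = percent inhibition versus plate control medians | dosing = single dose, 11.9 µM final nominal, 0.9% final DMSO | also added = substrates ATP, L-methionine and bulk Escherichia coli tRNA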
SUMO1 PPI mod: SUMO1-SIM interaction modulation | AID 602429 | inhibition, % at 20 µM | SUMO1 binding to a labelled peptide, TR-FRET, 1 h | P63165 | 360,000 compounds, 0.33% hits; in the data active = inhibition above about 37%
Target sequence (P63165 whole entry, looked up): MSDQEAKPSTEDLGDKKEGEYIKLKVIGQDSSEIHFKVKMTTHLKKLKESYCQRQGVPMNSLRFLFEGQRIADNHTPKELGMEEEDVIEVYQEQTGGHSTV
LMPTP block: blocks human LMPTP phosphatase | inhibition, % at 20 µM | recombinant LMPTP-A, OMFP fluorogenic substrate, fluorescence intensity | 360,000 compounds, 0.22% hits;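 active = compounds that cut the enzyme signal by at least half of the control window in the single-dose screen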;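 note: plate controls were DMSO wells with enzyme plus substrate for no effect and substrate without enzyme for full effect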
Target sequence (P24666 whole entry, looked up): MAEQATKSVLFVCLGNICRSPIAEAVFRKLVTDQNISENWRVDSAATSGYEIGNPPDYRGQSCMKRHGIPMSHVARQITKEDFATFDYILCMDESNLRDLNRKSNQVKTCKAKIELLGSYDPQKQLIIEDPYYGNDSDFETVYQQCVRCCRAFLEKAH
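Assay system: LMPTP-A enzyme. Input: 0.625 nM LMPTP-A final. Probe or stimulus: 400 µM OMFP. Compound dosing: single 20 µM dose. Schedule: 50 min dark incubation at room temperature. Detection: fluorescence intensity of OMFP turnover product. Read-out: percent inhibition versus substrate-only and uninhibited controls. Benchmarks: no-enzyme low control, uninhibited high control.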
MLLE-PAM2 inh: blocks PAM2 peptide binding to the PABP1 MLLE domain; GST-MLLE / FITC-PAM2 fluorescence polarization; inhibition, % at 20 µM; 360,000 compounds, 0.36% hits; AID 588489; in the data active = inhibition above about 35%, passing the limit was not always enough;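 note: plate controls were DMSO wells with GST-MLLE for no effect and wells lacking GST-MLLE protein for full effect; some results filed as inactive read as strong as hits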
CSN deneddyl inh: blocks human CSN-mediated cullin deneddylation; Purified CSN, SCF-Nedd8-OG deneddylation, fluorescence polarization; inhibition, % at 12.5 µM; 360,000 compounds, 0.38% hits; AID 651999;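 active = pattern-corrected inhibition above about 35%, with an unprinted fluorescence ratio check between 0.5 and 1.5, limit read from the data, passing the limit was not always enough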;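 note: 0% = enzyme with substrate and 100% = substrate without enzyme; some results filed as inactive read as strong as hits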
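Assay system: purified human Csn5 enzyme expressed in HEK293T cells; measure: % inhibition; also added: SCFSkp2-Nedd8OG substrate at 10 nM final; technique: fluorescence polarization; times: reaction 90 min, room temperature; medium: Tris buffer pH 7.5, NaCl, DTT, Tween-20, trehalose, ovalbumin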
Scp-1 inhibitor: blocks human Scp-1 phosphatase activity. Q9GZU7. AID 493091. Recombinant Scp1, phosphopeptide, malachite green phosphate absorbance. inhibition, % at 20 µM. 340,000 compounds, 0.88% hits;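 active = inhibition above about 50% at 20 µM, limit read from the data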;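 note: plate controls were DMSO wells with enzyme for no effect and wells lacking enzyme for full effect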
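Test system – truncated SCP-1 phosphatase (76-261aa) · Reagent – Phosphorylated 17-residue peptide substrate · Incubation – 45 min room-temperature reaction, 5 min colour, 30 min stabiliser · Detection – colorimetric phosphate reagent with accelerator and stabiliser, absorbance at 630 nm · Measure – % inhibition at 20 µM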
STEP block: inhibitors of human striatal-enriched phosphatase STEP; P54829; recombinant STEP, OMFP fluorogenic substrate, fluorescence; inhibition, % at 20 µM; 360,000 compounds, 0.25% hits;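 active = inhibition at 20 µM, scaled per plate between control wells, above about 37%, limit read from the data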;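 note: 0% = DMSO with enzyme and substrate and 100% = substrate only without enzyme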
Target sequence (P54829 whole entry, looked up): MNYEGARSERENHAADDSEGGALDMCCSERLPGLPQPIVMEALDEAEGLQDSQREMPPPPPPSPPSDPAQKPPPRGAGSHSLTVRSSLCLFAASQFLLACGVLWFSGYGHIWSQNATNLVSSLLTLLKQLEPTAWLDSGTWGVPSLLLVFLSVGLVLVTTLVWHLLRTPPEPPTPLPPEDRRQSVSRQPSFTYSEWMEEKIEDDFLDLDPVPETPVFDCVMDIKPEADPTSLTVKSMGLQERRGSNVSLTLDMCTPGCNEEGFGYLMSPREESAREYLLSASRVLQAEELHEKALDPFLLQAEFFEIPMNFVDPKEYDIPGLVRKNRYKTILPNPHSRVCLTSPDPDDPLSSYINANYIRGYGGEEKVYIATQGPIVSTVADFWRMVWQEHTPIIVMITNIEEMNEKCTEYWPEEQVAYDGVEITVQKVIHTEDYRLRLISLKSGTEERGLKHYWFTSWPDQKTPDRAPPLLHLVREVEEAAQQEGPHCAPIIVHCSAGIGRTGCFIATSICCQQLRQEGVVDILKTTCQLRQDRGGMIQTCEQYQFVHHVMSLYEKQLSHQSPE
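Test system: STEP tyrosine phosphatase / Reagent: OMFP at 25 µM / Doses: 20 µM, 1% DMSO / Read-out: percent inhibition scaled to no-enzyme and uninhibited-enzyme controls, plate-pattern corrected / Detection: FITC-channel fluorescence of OMFP product / Medium: Bis-Tris buffer pH 6.0, 2.5 mM DTT, 0.005% Tween 20 / Schedule: 20 min at room temperature, dark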
NadD block: NadD (S. aureus) enzyme inhibition; 360,000 compounds, 0.78% hits; purified NadD enzyme, colorimetric absorbance read-out; inhibition, % at 20 µM; AID 602399; in the data active = inhibition above about 26%; note: some compounds past the cut are filed as inactive
Rpn11 inh: Rpn11 (human) deubiquitinase inhibition; O00487; human 26S proteasome, Ub4-pepOG fluorescence polarization; 20S core pre-blocked with epoxomicin; calls only at 20 µM; 360,000 compounds, 0.59% hits; AID 588493;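 active = inhibition at 20 µM, scaled to each plate's controls, above about 33%, limit read from the data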
DNMT1 inh: blocks human DNA methyltransferase DNMT1; P26358; 360,000 compounds, 0.83% hits; DNMT1 molecular beacon, Hinp1I cleavage, fluorescence; inhibition (reported as % activation of signal), % at 10 µM; in the data active = inhibition above about 50%
Numbers without * were called inactive; i = inactive; nt = not tested or not shown; + = active, no number.

nr	SMILES	TbMetRS inhib	SUMO1 PPI mod	LMPTP block	MLLE-PAM2 inh	CSN deneddyl inh	Scp-1 inhibitor	STEP block	NadD block	Rpn11 inh	DNMT1 inh
1	Cc1cccc(C2=NN(c3ccccc3)[C@H](CO)[C@H]2c2ccc(Cl)cc2)c1	0.6	8	2.2	-22	7	-7	-4	11	i	-18
2	CCN(Cc1ccccc1OC)CC1CCCN(CCc2cccc(OC)c2)C1 (stereo not drawn)	-0.5	4	-0.5	13	0	-5	0	-8	i	0
3	CC(=O)OC(C(=O)NCS(=O)(=O)c1ccc(C)cc1)c1cccnc1 (stereo not drawn)	-0.6	-6	-2.7	7	1	6	-6	-3	i	-1
4	COc1ccc(N2CC(C(=O)N[C@@H](CC(C)C)C(=O)NC3CCCC3)CC2=O)cc1 (stereo partly drawn)	-0.4	-3	-0.2	8	1	-10	-2	0	i	0
5	CC(=O)Nc1ccc(S(=O)(=O)NCCC(=O)NC2CCCCCC2)cc1	-0.5	6	0.7	10	-3	4	0	-3	i	0
6	Nc1nc2ccc(Cl)cc2cc1C(=O)NCCc1ccc(Cl)cc1Cl	0.3	-3	0.4	nt	1	nt	nt	nt	nt	nt
7	Cc1ccn2cc(CCNC(=O)CC(C)(C)C)nc2c1	0.3	3	1.2	-1	-1	-15	-3	-7	i	-1
8	CC(C)(C)NC(=O)C(c1ccncc1)N(CC1CCCO1)C(=O)Cn1nnc(-c2ccc(F)cc2)n1 (stereo not drawn)	-0.1	0	-0.6	23	-16	5	1	4	i	0
9	CCCCOc1ccc(C(=O)NCc2ccncc2)cc1	-0.3	1	-1.1	6	3	-6	-1	-6	i	-1
10	CCOc1ccc(C(=O)NCC(=O)OCC(=O)N(C)CC(=O)Nc2ccccc2CC)cc1OCC	-0.8	5	0.5	3	0	3	-2	1	i	5
11	Cc1ccc(OCCn2ccnc2)c(C)c1	0.0	10	-1.6	-2	-1	-6	0	-5	i	-1
12	CCCc1nc2oc3c(OC)ncnc3c2c2c1COC(C)(C)C2	-0.5	0	-1.4	-11	4	-6	-3	-5	i	3
13	CCN1CCN(C(=O)c2cc(COc3ccc4ncccc4c3)on2)CC1	0.3	-7	3.5	2	4	-10	-2	-2	i	-1
14	COc1ccc(-c2csc(N3C(=O)C4C5c6ccccc6C(c6ccccc65)[C@@H]4C3=O)n2)cc1 (stereo partly drawn)	0.0	-2	0.3	0	3	-10	3	7	i	-4
15	CCCn1cnnc1CNC(=O)[C@H]1O[C@@H](n2ccc(=O)[nH]c2=O)[C@H](O)[C@@H]1O	0.5	6	-0.3	3	1	nt	2	-6	i	-1
16	c1ccc(-c2nc(-c3nccc4ccccc34)oc2-c2ccccc2)cc1	-0.5	-14	5.6	-8	0	-2	2	9	i	-6
17	Cc1ccc2cc(CCNC(=O)c3ccc(Br)o3)c(=O)[nH]c2c1	-0.6	1	-2.7	4	-4	4	2	-4	i	2
18	CCOCCn1c(CN2CCc3ccccc3C2)nc2c1c(=O)n(C)c(=O)n2C	-0.5	1	-0.2	-2	2	-10	5	-6	i	-1
19	O=C(/C(=C/O)N=Nc1ccccc1)c1ccco1	0.4	-16	1.0	28	-12	-11	-1	2	i	3
20	O=C(NC(=S)Nc1ncccn1)c1ccc(F)cc1	-0.4	5	-0.5	30	-1	-10	1	-4	i	-1
21	O=C(Cc1ccc(F)cc1)NC(Cc1c[nH]c2ccccc12)C(=O)O (stereo not drawn)	0.3	0	0.8	-18	6	2	4	3	i	0
22	O=C(NCCN1CCOCC1)/C(=C/c1ccc(F)cc1)NC(=O)c1ccccc1	0.1	-7	-0.1	-15	3	12	1	-5	i	-1
23	COc1cccc(-n2ccnc2SCC(=O)Nc2cc(OC)ccc2OC)c1	-1.6	2	0.0	13	0	4	-4	0	i	0
24	O=C(Nc1cccc(C(F)(F)F)c1)c1ccc(Cn2cc(Br)cn2)o1	0.8	7	1.8	7	1	-25	0	-6	i	-5
25	Cc1ccc(S(=O)(=O)NCC(=O)OC(C)C(=O)NCc2ccc3c(c2)OCO3)cc1 (stereo not drawn)	-0.6	4	-0.4	-3	1	0	1	-7	i	5
26	O=C(CN1CCN(S(=O)(=O)c2ccc3ccccc3c2)CC1)N1CCc2ccccc2C1	-0.2	-4	1.1	-30	-1	10	5	2	i	-8
27	CCn1c(O)c(N=NC(=O)c2ccc(CSc3nncn3C)cc2)c2ccccc21	0.3	-21	1.0	4	-10	4	-1	9	i	-1
28	CCOc1nc(CC)nc(NC(=O)NS(=O)(=O)c2ccccc2Cl)n1	-0.8	2	-2.6	-12	-3	-5	0	-10	i	2
29	O=C(Nc1ccc(-c2nc3cccnc3s2)cc1)c1ccc(Br)o1	0.2	6	39	-30	21	10	-3	19	i	-2
30	O=C(CC(c1ccccc1)C1CCCCC1=O)c1ccccc1 (stereo not drawn)	-0.5	-3	0.8	-10	4	-10	-2	-6	i	-3
31	OCC1(CO)COC(CCc2ccccc2)=N1	-1.1	6	-0.1	1	1	-9	2	-5	i	1
32	Cc1noc(C)c1COC(=O)CCCOc1ccc(Cl)cc1Cl	7.0*	2	2.1	13	3	-12	2	1	i	-3
33	Cc1nn(CC(=O)NCc2ccc(OC(C)C)cc2)c(=O)c2cc(-c3ccccc3)nn12	0.3	3	2.2	3	4	-10	0	6	i	1
34	CNc1ccc(Cl)nn1	0.1	-4	-2.7	4	-3	-2	3	-1	i	-1
35	CN1CCN(CC(=O)Nc2cc(N(C)C)nc3ccccc23)CC1	-0.9	0	4.5	3	4	-5	-6	-13	i	9
36	Cc1cc2c(cc1S(=O)(=O)CCC(=O)N(C)C1CCCCC1)OCC(=O)N2	-0.8	-5	-1.1	2	-3	-4	-1	-4	i	5
37	O=C(O)c1cccnc1SCc1cccc(Br)c1	0.7	2	-1.9	10	5	-10	2	-2	i	2
38	O=C(Nc1ccc(CSc2ccccc2)cc1)c1ccco1	-0.2	7	0.8	-6	0	-8	0	-6	i	0
39	Cc1ccc2nc(NC(=O)CSc3nc(=O)n(CCCN(C)C)c4c3CCC4)sc2c1	-0.4	-22	-3.7	-2	-1	-1	2	6	i	-6
40	COC(=O)c1ccccc1S(=O)(=O)N1CCC(C(=O)NCc2ccco2)CC1	-0.4	-4	-0.9	-9	0	7	0	-2	i	2
41	CCOc1ccccc1NC(=O)CSc1ccccc1	0.2	2	0.3	5	-5	-7	-3	2	i	0
42	COc1ccc(-n2c(C)csc2=S)cc1	-0.2	-2	-0.6	12	2	-10	-3	0	i	0
43	COC(=O)c1c(N2C(=O)Nc3ccccc3N2O)sc2c1CCCC2	0.5	6	0.7	13	-3	-9	2	-2	i	2
44	Cc1ccccc1N1CC2=C(C1=O)C(c1ccccc1)NC(=O)N2C (stereo not drawn)	-0.2	1	-1.8	4	5	-13	-1	-2	i	-6
45	Cc1cnc(C(=O)NC2CC(C)(C)Cc3c2cnn3-c2cccc(F)c2)cn1 (stereo not drawn)	-0.1	1	-0.8	-16	1	0	3	-1	i	3
46	CC(C)(C)NC(=O)C(c1ccnc2ccccc12)n1c(=O)c(-c2ccccc2)nc2ccccc21 (stereo not drawn)	-0.8	-3	0.3	nt	-4	nt	nt	nt	nt	nt
47	C/C(=N\NC(=O)CNC(=O)c1cccs1)c1ccc(Cl)c(Cl)c1	-0.2	-14	0.9	6	-3	-5	2	-7	i	-1
48	CCOC(=O)CSC1=N/C(=C/c2ccc(-n3cncn3)cc2)C(=O)N1C(C)=O	-0.4	-12	0.3	12	2	-3	2	0	i	8
49	CCCCn1nc(C(=O)N(C)CC(=O)Nc2cccc(F)c2)c2ccccc2c1=O	-0.3	0	0.1	-11	-2	-10	-3	1	i	1
50	CC(C)CC(=O)Nc1ccc(C(=O)COc2ccc(-c3nnco3)cc2)cc1	-0.1	2	-0.5	-18	0	12	-2	-3	i	-6
51	c1ccc(CCNc2c3c(nc4ncnn24)CCC3)cc1	-0.1	2	0.6	-7	10	-8	-3	-6	i	-1
52	Cc1nc(NC(=O)c2ccccc2)sc1-c1csc(NCCc2ccccc2)n1	-1.6	4	1.4	-74	40*	1	0	26	+	-13
53	Cc1ccc(CN(CC(=O)NC2CCCC2)C(=O)CSc2nnc(COc3ccccc3)o2)cc1	-0.5	3	1.3	41*	1	-1	4	6	i	-1

Shown in transposed form: part of the list above
47: C/C(=N\NC(=O)CNC(=O)c1cccs1)c1ccc(Cl)c(Cl)c1
48: CCOC(=O)CSC1=N/C(=C/c2ccc(-n3cncn3)cc2)C(=O)N1C(C)=O

| Screen / compound no. | 47 | 48 |
| --- | --- | --- |
| TbMetRS inhib | -0.2 | -0.4 |
| SUMO1 PPI mod | -14 | -12 |
| LMPTP block | 0.9 | 0.3 |
| MLLE-PAM2 inh | 6 | 12 |
| CSN deneddyl inh | -3 | 2 |
| Scp-1 inhibitor | -5 | -3 |
| STEP block | 2 | 2 |
| NadD block | -7 | 0 |
| Rpn11 inh | i | i |
| DNMT1 inh | -1 | 8 |
